Pf apPOL inh – Pf-apPOL inhibitors, biochemical, fluorescence; Plasmodium falciparum apicoplast DNA polymerase (apPOL); inhibition, % at 10 µM; actives 0.25% (n = 210,000); Recombinant Pf-apPOL, molecular beacon fluorescence, 1.5 h; AID 1794808, 2022
mHTT-CaM PPI inh – mutant huntingtin-calmodulin interaction inhibitors – biochemical, AlphaScreen, primary screen; P42858; AlphaScreen His-mHTT/GST-CaM binding, luminescence; inhibition, % at 15 µM; actives 3.6% (n = 190,000); AID 1671202, 2021;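 further: 0% = both proteins with DMSO and 100% = one protein alone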
Target sequence (P42858 whole entry, looked up, stated change not applied): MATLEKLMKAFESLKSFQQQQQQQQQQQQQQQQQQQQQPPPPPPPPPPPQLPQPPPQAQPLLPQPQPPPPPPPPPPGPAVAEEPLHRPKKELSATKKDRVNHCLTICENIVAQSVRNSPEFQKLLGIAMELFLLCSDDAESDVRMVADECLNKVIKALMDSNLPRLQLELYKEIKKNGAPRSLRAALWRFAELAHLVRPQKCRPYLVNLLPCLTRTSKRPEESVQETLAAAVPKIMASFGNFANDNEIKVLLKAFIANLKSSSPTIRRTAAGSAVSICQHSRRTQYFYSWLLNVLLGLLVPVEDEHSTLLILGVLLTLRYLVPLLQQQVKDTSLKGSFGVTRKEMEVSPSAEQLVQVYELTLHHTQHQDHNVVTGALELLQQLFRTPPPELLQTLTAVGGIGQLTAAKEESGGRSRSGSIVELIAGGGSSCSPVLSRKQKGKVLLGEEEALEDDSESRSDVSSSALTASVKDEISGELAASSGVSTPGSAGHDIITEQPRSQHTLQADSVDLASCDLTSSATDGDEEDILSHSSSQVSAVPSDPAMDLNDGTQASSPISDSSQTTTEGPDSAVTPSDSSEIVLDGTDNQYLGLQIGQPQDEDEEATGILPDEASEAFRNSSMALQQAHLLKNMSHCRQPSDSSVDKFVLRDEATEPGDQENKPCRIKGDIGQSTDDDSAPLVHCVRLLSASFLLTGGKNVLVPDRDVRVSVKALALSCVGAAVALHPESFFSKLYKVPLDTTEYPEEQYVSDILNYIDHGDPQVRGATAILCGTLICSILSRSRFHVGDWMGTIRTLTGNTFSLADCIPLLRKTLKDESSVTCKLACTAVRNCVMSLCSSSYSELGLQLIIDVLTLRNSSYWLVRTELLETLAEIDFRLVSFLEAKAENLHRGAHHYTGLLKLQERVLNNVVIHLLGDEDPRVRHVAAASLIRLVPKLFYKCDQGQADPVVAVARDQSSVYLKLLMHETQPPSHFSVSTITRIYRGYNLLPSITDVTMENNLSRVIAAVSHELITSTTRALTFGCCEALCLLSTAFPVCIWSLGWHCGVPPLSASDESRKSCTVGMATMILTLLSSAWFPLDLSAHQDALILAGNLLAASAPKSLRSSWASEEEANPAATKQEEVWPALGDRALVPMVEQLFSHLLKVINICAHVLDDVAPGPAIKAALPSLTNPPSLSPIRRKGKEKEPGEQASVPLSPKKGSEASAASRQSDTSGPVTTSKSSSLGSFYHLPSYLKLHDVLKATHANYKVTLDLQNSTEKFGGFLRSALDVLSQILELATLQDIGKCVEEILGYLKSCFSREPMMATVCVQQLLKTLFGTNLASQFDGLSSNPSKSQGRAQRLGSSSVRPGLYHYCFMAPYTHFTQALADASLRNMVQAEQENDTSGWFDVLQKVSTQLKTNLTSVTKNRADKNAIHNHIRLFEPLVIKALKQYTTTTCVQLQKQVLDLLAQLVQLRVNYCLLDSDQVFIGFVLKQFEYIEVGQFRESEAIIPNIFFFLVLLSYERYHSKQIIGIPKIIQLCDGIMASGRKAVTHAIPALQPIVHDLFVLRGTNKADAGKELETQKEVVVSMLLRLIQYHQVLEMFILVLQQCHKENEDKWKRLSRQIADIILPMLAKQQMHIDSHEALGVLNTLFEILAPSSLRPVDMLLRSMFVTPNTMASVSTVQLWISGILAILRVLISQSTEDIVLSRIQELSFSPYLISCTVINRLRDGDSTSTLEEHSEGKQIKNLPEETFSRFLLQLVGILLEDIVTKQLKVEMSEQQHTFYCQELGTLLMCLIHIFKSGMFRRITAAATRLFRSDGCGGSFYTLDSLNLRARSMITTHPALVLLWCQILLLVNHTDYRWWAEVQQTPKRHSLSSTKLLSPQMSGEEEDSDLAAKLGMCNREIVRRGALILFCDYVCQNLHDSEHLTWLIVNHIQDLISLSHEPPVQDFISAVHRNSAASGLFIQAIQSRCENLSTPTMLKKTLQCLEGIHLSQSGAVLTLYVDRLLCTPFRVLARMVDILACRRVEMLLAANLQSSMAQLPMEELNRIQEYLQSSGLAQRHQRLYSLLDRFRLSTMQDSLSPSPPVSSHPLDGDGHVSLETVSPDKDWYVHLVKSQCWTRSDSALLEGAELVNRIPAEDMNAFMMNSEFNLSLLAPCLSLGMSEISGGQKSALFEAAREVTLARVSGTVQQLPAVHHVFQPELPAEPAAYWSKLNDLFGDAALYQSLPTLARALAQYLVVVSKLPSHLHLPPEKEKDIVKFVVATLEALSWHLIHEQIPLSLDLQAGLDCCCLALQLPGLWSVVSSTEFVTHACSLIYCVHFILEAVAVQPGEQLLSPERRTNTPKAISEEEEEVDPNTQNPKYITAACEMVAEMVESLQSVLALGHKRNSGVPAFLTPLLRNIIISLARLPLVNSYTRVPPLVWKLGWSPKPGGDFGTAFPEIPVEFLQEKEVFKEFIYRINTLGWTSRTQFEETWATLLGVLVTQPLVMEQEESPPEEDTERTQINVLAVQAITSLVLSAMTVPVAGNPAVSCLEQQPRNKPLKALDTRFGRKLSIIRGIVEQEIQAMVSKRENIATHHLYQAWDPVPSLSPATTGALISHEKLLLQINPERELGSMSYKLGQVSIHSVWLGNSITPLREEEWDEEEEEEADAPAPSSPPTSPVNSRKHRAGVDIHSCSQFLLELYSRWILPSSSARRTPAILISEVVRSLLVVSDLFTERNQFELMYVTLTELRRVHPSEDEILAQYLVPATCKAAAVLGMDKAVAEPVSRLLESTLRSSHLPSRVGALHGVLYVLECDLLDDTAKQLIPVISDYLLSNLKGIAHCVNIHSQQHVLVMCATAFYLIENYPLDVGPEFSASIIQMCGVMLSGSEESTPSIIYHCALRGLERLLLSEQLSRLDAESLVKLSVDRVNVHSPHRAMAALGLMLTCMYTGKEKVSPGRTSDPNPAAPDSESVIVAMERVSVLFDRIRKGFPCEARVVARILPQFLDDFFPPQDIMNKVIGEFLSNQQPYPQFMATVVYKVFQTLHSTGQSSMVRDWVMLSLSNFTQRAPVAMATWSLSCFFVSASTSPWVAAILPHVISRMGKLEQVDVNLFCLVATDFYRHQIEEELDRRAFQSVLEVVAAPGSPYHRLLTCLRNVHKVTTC
Active calls of the source: *; / = not tested or not shown; & = joins results of further samples. No stated cut-off is given here; in the data, active means inhibition above about 50%; inactive means the rest.

canonical_smiles	Pf apPOL inh	mHTT-CaM PPI inh
Cc1ccc(C#N)c(SCC(=O)c2ccc(C(=O)CSc3nc(C)ccc3C#N)cc2)n1	-2.6	4.0
COC(=O)c1ccccc1S(=O)(=O)N1CCC(c2noc(-c3ccc(C)cc3)n2)CC1	-2.8	-15.8
Nc1ccc(S(=O)(=O)Nc2nccc(/C=C/c3cccc(Br)c3)n2)cc1	3.3	13.0
CN(C)c1ccc(/C=c2\sc3ncnn3c2=O)cc1	-4.2	-1.0
Cc1cccc2sc(NC(=O)Cc3csc(Nc4ccc(Cl)cn4)n3)nc12	-53.3	41.5
CSC[C@H]1CN(c2ccc(Br)cc2)C(=O)[C@@H]1CC(=O)Nc1ccccc1	7.0	8.9
O=[N+]([O-])c1cc(C=Nc2ccc3c(c2)oc2ccccc23)ccc1N1CCOCC1	-0.7	4.0
O=C(CCC1CCCN(C(=O)Nc2ccc(Cl)cc2)C1)NCc1ccccc1 (centres undefined)	-0.8	1.5
COC(=O)C1=C(N)Oc2c(oc(CO)cc2=O)C1c1cccc(OC)c1OC (centres undefined)	2.8	-4.2
COc1cc(/C=C2/SC(N3CCCCC3)=NC2=O)ccc1O	-4.3	9.0
CCCCOC(=O)COc1ccc2c3c(c(=O)oc2c1)CCCC3	-1.1	-19.8
Cc1ccc(/C=C(\C#N)c2nc(-c3ccccc3)cs2)o1	-0.5	19.2
CC(C)NC(=O)N1CCCC(c2cccc(C(=O)NCc3cccc(Cl)c3)c2)C1 (centres undefined)	-4.2	-6.9
CC(C)CN1CC(COCc2ccccc2)Oc2ccccc2S1(=O)=O (centres undefined)	-4.7	-29.4
CC(=O)Nc1ccccc1C(=O)C(=O)O	-6.9	/
COc1cccc(-c2cc3n(n2)CCCN(C(=O)Nc2ccc(OC)c(OC)c2)C3)c1	-0.9	19.5
COc1ccc(C2CC(C(F)(F)F)n3nc(C(=O)Nc4ccc(C)cc4C)cc3N2)cc1 (centres undefined)	0.7	2.0
CCOc1ccccc1C1C2=C(CCCC2=O)Nc2nc(-c3cccc(C)c3)nn21 (centres undefined)	-2.0	16.8
CCC1CCCCN1CC(=O)N1CCCc2c1c(=O)oc1ccc(O)cc21 (centres undefined)	2.1	-1.0
COc1ccc(N2C(=O)CSC2c2cccc(Br)c2)c(OC)c1 (centres undefined)	-0.4	13.0
CC(=O)Oc1cc2c(C(=O)NCc3ccccn3)c(C)oc2c2ccccc12	-5.6	6.4
Cc1cccc(NC(=O)c2cc3c(=O)n(CC(C)C)ccc3n2C)c1C	-3.2	2.3
COc1cc(OC)c(OC)cc1CN1CCN(C(=O)c2cccc(Cl)c2)CC1	-2.2	7.7
O=C(C1CCN(c2ccncc2)CC1)N1CCN(c2ccccc2F)CC1	9.7	-5.6
CCOc1ccc(/C=c2\sc3nc(-c4ccccc4)nn3c2=O)cc1OCC	4.0	-4.0
Cn1c(=O)c2c(nc(Sc3ncn[nH]3)n2C)n(C)c1=O	1.5&-2.7	-4.4&-3.0&-1.3
COCCCNC(=O)N1CCC(Oc2cc(N3CCCC3)ncn2)C1 (centres undefined)	-4.1	-1.6
C=C(C)Cn1c(C(=O)NCC2CCCO2)cc2sc(C)cc21 (centres undefined)	-13.4	8.3
Cn1nnnc1NCc1ccc(Cl)cc1	-5.6	-5.3
O=C1C(=Cc2ccc(F)cc2)Oc2c1ccc(O)c2CN1CCCC1	-11.9	1.0
CCOc1ccccc1NC(=O)c1c(NCc2cccc(OC)c2OC)sc2c1CCC2	-16.9	32.0
Cc1cc(C)c(C(N)=O)c(SCC(=O)Nc2nccs2)n1	4.0	-3.3
CC(=O)Nc1ccc(S(=O)(=O)NCCSCc2ccco2)cc1	-3.4	-0.4
O=C(NCCC1=CCCCC1)c1ccc2ncnc(N3CCOCC3)c2c1	3.9	16.8
O=S(=O)(c1ccc2c(c1)OCCO2)N1CCCn2nc(-c3cccnc3)cc2C1	-8.2	7.6
O=C(CCN1C(=O)c2ccccc2C1=O)Nc1ccncc1	-3.9	-5.0
CCC(C)c1ccc(NC(=O)CCCC(=O)O)cc1 (centres undefined)	-2.1	-3.6
O=C(CCCn1c(=O)c2sccc2n(Cc2ccc(Cl)cc2)c1=O)NCc1ccco1	11.6	5.0
C#CCSc1nc2c(cc1C#N)CCCC2	-9.9	-28.6&-12.3
CC(NC(=O)COc1ccc(Cl)cc1)C(=O)O (centres undefined)	-3.9	0.4
CN(C)CC(O)COc1ccccc1 (centres undefined)	-3.5	-1.1
Cc1ccc2c(c1)N(C(=O)Cn1cc(S(=O)(=O)N3CCCC3)ccc1=O)CCO2	-11.1	-4.4
Nc1ccc2ccc(=O)[nH]c2n1	/	-2.3
COc1ccc2nc(SCC(=O)O)[nH]c2c1	-4.0	0.2
COc1cc(NC(=O)C(=O)NCCN2CCNCC2)c(OC)cc1Cl	-7.0	7.6
Cc1ccccc1NC(=O)CN1CCC2(CC1)N=C(c1cccc(Cl)c1)C(=O)N2	12.8	14.0
NC(=O)c1cc[n+](CC(=O)Nc2ccccc2C(=O)O)cc1	-2.3	4.0
CCOC(=O)c1c(C(C)(C)C)oc2cc(Br)c(OCc3ccc([N+](=O)[O-])cc3)cc12	-1.4	-6.7
COc1ccc(/C=C2/C=C(c3ccc(Cl)cc3)OC2=O)c(C)c1	2.4	5.0
FC(F)(F)c1nc2ccccc2n1Cc1cc(Cl)cc2c1OCOC2	/	-14.8
O=C(Nc1ncc(-c2ccccc2)s1)c1ccccc1Br	2.3	-23.4
Cc1cc(-c2cccnc2)nc(SCc2ccncc2)c1C#N	-12.7	1.0
CCN(CC)c1ccc(F)cc1[N+](=O)[O-]	-6.1	0.1
Cn1c(NC(=O)c2ccco2)nc2ccccc21	-0.6	0.3
Cc1ccc(NC(=O)Cc2ccc(Cl)cc2)cc1[N+](=O)[O-]	0.0	5.3
O=C(NCC1CCCO1)C1CN(C(=O)COc2ccccc2F)C1 (centres undefined)	-4.0	-8.2
Cc1ccc(CNC(=O)c2cc3c(s2)CN(C(C)C)C3)cc1C	-2.4	24.4
CC(C)(C)c1cc2nc(-c3ccccc3)cc(C(=O)N3CCOCC3)n2n1	-8.7	-16.7
O=C(CNc1ccccc1-c1nc2ccccc2[nH]c1=O)NC1CCCC1	-6.1	-9.0
Cc1ccccc1C(=O)N1CSCC1C(=O)NCCc1csc(-c2ccccc2)n1 (centres undefined)	-1.9	7.2

Next section; the last six above are carried over.
canonical_smiles	Pf apPOL inh	mHTT-CaM PPI inh
Cc1ccc(NC(=O)Cc2ccc(Cl)cc2)cc1[N+](=O)[O-]	0.0	5.3
O=C(NCC1CCCO1)C1CN(C(=O)COc2ccccc2F)C1 (centres undefined)	-4.0	-8.2
Cc1ccc(CNC(=O)c2cc3c(s2)CN(C(C)C)C3)cc1C	-2.4	24.4
CC(C)(C)c1cc2nc(-c3ccccc3)cc(C(=O)N3CCOCC3)n2n1	-8.7	-16.7
O=C(CNc1ccccc1-c1nc2ccccc2[nH]c1=O)NC1CCCC1	-6.1	-9.0
Cc1ccccc1C(=O)N1CSCC1C(=O)NCCc1csc(-c2ccccc2)n1 (centres undefined)	-1.9	7.2
CC(NC(=O)c1ccn2c(-c3ccc(F)cc3)nnc2c1)c1ccccc1 (centres undefined)	1.4	2.1
O=C(NCc1cccc(F)c1)C1CCc2nc(N3CCOCC3)ncc2C1 (centres undefined)	-4.9	3.0
CCCCCCNC(=O)c1c[nH]c2ccc(S(=O)(=O)N(C)c3ccc(Cl)cc3)cc2c1=O	-18.2	3.0
COc1cc2c(cc1OC)C(=O)C(C)(C)N(Cc1ccccc1)C2	-6.1	-2.2
COc1ccccc1Cc1noc(C2CN(C(=O)c3ccccc3SC)C2)n1	-8.9	-0.8
COc1ccc(-c2noc(-c3ccc(NCCC(C)C)nc3)n2)cc1	-0.6	-7.5
CC(C)(C)N=C1Nc2ccccc2NC12CCCN(C(=O)Nc1ccc(F)cc1F)C2 (centres undefined)	4.9	29.5
O=C(O)c1ccc(N2C(=O)c3ccc(S(=O)(=O)c4ccc(C(=O)O)cc4)cc3C2=O)cc1	-1.2	-4.0
CCCn1cnnc1C1CCN(C(=O)Cc2c[nH]c3ccccc23)CC1	1.7	13.1
N#COc1ccc(Oc2ccc(OC#N)cc2)cc1	-29.4	96.8*
CCCCn1c(=O)cc(N)[nH]c1=S	-13.8	/
Cc1ccccc1C=C1Oc2cc(OCC(=O)OC(C)(C)C)ccc2C1=O	7.8	-0.9
Clc1ccc(-c2nc3ccccc3s2)cc1	-9.6	/
CC(=O)NS(=O)(=O)c1ccc(NC(=O)C(C)Oc2ccccc2)cc1 (centres undefined)	12.5	0.5
CC1CCN(c2nn(CC(=O)Nc3ccc4c(c3)CCC4)c(=O)c3ccccc23)CC1	-0.3	2.2
Cc1ccc(C(=O)N2CCc3sc(C(=O)NCc4cccc(F)c4)cc3C2)cc1	-7.4	-2.8
COc1cccc2cc(-c3nc(-c4ccccc4)cs3)c(=O)oc12	-0.2	-4.0
O=C(Nc1ccccc1)Nc1ccc(Br)c(C(F)(F)F)c1	3.1	/
COc1ccc(NC(=O)N2CC3CC2CC3NC(=O)c2ccccc2)c(C)c1 (centres undefined)	-1.4	6.7
COc1ccc(N(CC(=O)Nc2cccc([N+](=O)[O-])c2)S(C)(=O)=O)cc1OC	1.9	2.9
NC(=O)c1nn2c(C(F)(F)F)cc(-c3ccc(Cl)cc3)nc2c1Cl	0.9	0.0
Cc1occc1C(=O)Nc1ccccc1Cl	-8.9	3.1
COc1cc(C)ccc1OCCOc1cccc(C)c1	-4.0	-57.9
Cc1cc2c3c(c(Br)cc(S(=O)(=O)O)c3n1)C(=O)c1ccccc1-2	1.8	99.0*
COc1ccc(-c2nnc(N3CCC(C(=O)N4CCN(C)CC4)CC3)o2)cc1	-6.4	9.1
CC12CCC(O)CC1=CCC1C2CCC2(C)C(=NN)CCC12 (centres undefined)	-8.8	7.2
O=C(NNS(=O)(=O)c1ccc(Cl)cc1)c1csc(CS(=O)(=O)Cc2ccco2)n1	4.0	/
Nc1nonc1-c1nc2ccccc2n1Cc1c(F)cccc1Cl	0.6	1.0
O=C(Nc1ccc(F)cc1)Nc1nnc(-c2ccc([N+](=O)[O-])cc2)s1	-3.6	-1.1
CC(NC(=O)c1cc(-c2ccccc2)cn1C)c1cccnc1 (centres undefined)	-8.0	47.4
Cc1nn(CCCC(=O)Nc2cccc(Cl)c2C)c(C)c1[N+](=O)[O-]	-10.0	-3.0
CCC(C)N1C(=O)c2ccccc2C1C(=O)NC1CCCC(C)C1C (centres undefined)	0.1	14.0
Cc1cccc(NC(=O)CSc2nnc(C)s2)c1	-5.1	-10.6
Cc1ccc2c(c1C)-n1cccc1C1(CCN(C(=O)Cc3ccccc3Cl)CC1)N2	-8.7	56.2*
CC(C)CNC(=O)C1CCCN(c2nnc3ccc(Cl)cn23)C1 (centres undefined)	0.3	-0.1
CC(=O)N1CCN(CCc2ccccc2)CC1	-8.3	-3.7
O=c1[nH]c2ccccc2c(O)c1-c1nc(-c2ccccc2Cl)no1	-4.1	-9.0
Cc1ccc2c(CN3CCC(C)CC3)cc(=O)oc2c1C	-9.8	-17.6
CCc1ccc(NC(=O)c2cnn3c2NC(c2cccc(OC)c2)CC3C(F)(F)F)cc1 (centres undefined)	-1.1	-2.6
Cc1ccsc1C(=O)N1CCN(c2ccccn2)CC1	0.0	0.5
Cc1cccc(Cc2c(C)nc3c(C(=O)NCc4ccc(F)cc4)cnn3c2C)c1	-15.9	8.0
O=C1OC(Nc2ccc(Cl)c(C(F)(F)F)c2)c2ccccc21 (centres undefined)	0.9	-2.0
Cc1cc(Cl)ccc1OCCCC(=O)NCc1ccncc1	-7.6	-4.0
CCCN1CCc2nc(SCc3ccccc3F)[nH]c(=O)c2C1	-4.3	4.7
CCOc1cccc2cc(C(=O)Nc3nccs3)c(=Nc3ccc(CC)cc3)oc12	0.2	-7.0
Cc1sc2nc(SCC(=O)N3CCOCC3)[nH]c(=O)c2c1C	0.8&-9.4	0.2&-2.3
Cc1cccc(NC(=O)C2CCN(c3nnc4ccc(C(F)(F)F)cn34)CC2)c1	1.0	-3.9
CCOc1sc2nc(C)n(CC(=O)Nc3cccc(C)c3)c(=O)c2c1C	-4.1	7.0
CCN(CC)S(=O)(=O)c1ccc2oc(C(=O)Nc3cccc(C)c3C)c(C)c2c1	-3.4	-6.0
CCCC(C)C(=O)NC(C)c1ccccc1 (centres undefined)	0.2	-2.6
COc1ccc(-n2c(C)nc3ccc(NS(C)(=O)=O)cc3c2=O)cc1	-2.6	18.4

Compound activity: PubChem, University of Kansas High Throughput Screening Laboratory

Only part of the results is shown; the hit share may differ from the screen's.
